All columns: NCI-60 one-dose screen, growth in % after 48 h at 10 µM unless noted; 100 = growth as untreated, 0 = no growth, -100 = all killed.
IGROV1: IGROV1 ovarian cancer. actives 4.7% (n = 79,000)
NCI-H23: NCI-H23 lung cancer; actives 4% (n = 80,000); AID 1794731
KM12: KM12 colon cancer cells; actives 5% (n = 82,000); AID 1794800
NCI-H522: NCI-H522 lung cancer | actives 8% (n = 78,000)
NCI-H460: NCI-H460 lung cancer; actives 6.8% (n = 82,000); AID 1794736
COLO 205: COLO 205 colon cancer | actives 7.3% (n = 79,000)
NCI/ADR-RES: NCI/ADR-RES ovarian cells; actives 4.4% (n = 81,000)
NCI-H322M: NCI-H322M lung cancer; AID 1794733; actives 2.7% (n = 80,000)
NCI-H226: NCI-H226 lung cancer | actives 3.5% (n = 79,000) | AID 1794732
* = called active by the depositor; nt = no result given; & = joins results of further samples. Rule for the calls: active = growth percent below 10; inactive = the rest.

Labels used below: A = IGROV1; B = NCI-H23; C = KM12; D = NCI-H522; E = NCI-H460; F = COLO 205; G = NCI/ADR-RES; H = NCI-H322M; I = NCI-H226
[1] ClCCN(CCCl)Cc1ccc(Nc2ccnc3cc(Cl)ccc23)cc1
  A: 55	B: 37	C: 63	D: -35*	E: 3.0*	F: 51	G: 71	H: 79	I: 70

[2] C/C(CCl)=N\NC1=NC(C)(CCl)P(=O)(NNc2ncccn2)S1 (stereo not drawn)
  A: 97	B: 97	C: 106	D: 102	E: 107	F: 102	G: 101	H: 103	I: 83

[3] c1ccc(P2CCc3[nH]c4ccccc4c3C2)cc1 (stereo not drawn)
  A: 113	B: 104	C: 107	D: 75	E: 102	F: 100	G: 110	H: 106	I: 103

[4] CN(CCCl)C1c2ccccc2-c2ccccc21
  A: 97	B: 101	C: 102	D: 98	E: 109	F: 116	G: 100	H: 96	I: 101

[5] CC(C#N)N(C)C (stereo not drawn)
  A: 106	B: 115	C: 105	D: 96	E: 109	F: 112	G: 115	H: 109	I: 102

[6] C=C1C(=O)O[C@H]2[C@H]1CC/C(COC(=O)C(=O)c1cn(Cc3ccccc3)c3ccccc13)=C\CC[C@@]1(C)O[C@@H]21
  A: -85*	B: -52*	C: -90*	D: -69*	E: -11*	F: -52*	G: -1.2*	H: -26*	I: -70*

[7] Cc1cccc(CC(c2cccc(C)c2)N(C)C)c1 (stereo not drawn)
  A: 102	B: 103	C: 108	D: nt	E: 111	F: 101	G: 111	H: 98	I: 94

[8] O=C(c1ccc2ccccc2c1)N1CC1
  A: 109	B: 99	C: 105	D: 98	E: 105	F: 108	G: 96	H: 98	I: 104

[9] CC(=O)N(O)c1ccc2c(c1)Cc1ccccc1-2
  A: 88	B: 86	C: 95	D: 67	E: 100	F: 101	G: 78	H: 74	I: 90

[10] CNC(C)(C)Cc1ccc(Cl)cc1
  A: 96	B: 98	C: 104	D: 89	E: 101	F: 103	G: 100	H: 93	I: 93

Copied from the list.
For NCI/ADR-RES, CC(C#N)N(C)C (stereo not drawn) is listed with 115
For NCI-H522, CN(CCCl)C1c2ccccc2-c2ccccc21 is listed with 98

The results go on.
Labels used below: A = IGROV1; B = NCI-H23; C = KM12; D = NCI-H522; E = NCI-H460; F = COLO 205; G = NCI/ADR-RES; H = NCI-H322M; I = NCI-H226
[11] Clc1cc(N2CC2)nc(N2CC2)n1
  A: 109	B: 56	C: 97	D: 67	E: 24	F: 81	G: 72	H: 103	I: 81

[12] Nc1c(F)cc(-c2nc3cc(F)ccc3[se]2)cc1Br
  A: 5.5*	B: 17	C: 39	D: 67	E: 3.2*	F: 5.8*	G: 90	H: 47	I: -16*

[13] CC(C)C1(NC(=O)C2CC3c4cccc5[nH]cc(c45)CC3N(C)C2)OC2(O)C3CCCN3C(=O)C(Cc3ccccc3)N2C1=O (stereo not drawn)
  A: 108	B: 99	C: 106	D: 82	E: 109	F: 106	G: 102	H: 118	I: 103

[14] CCCCCCN1C[C@@H]2[C@H](C1)[C@@H]1C=C[C@H]2C1
  A: 104	B: 99	C: 102	D: 93	E: 104	F: 109	G: 104	H: 100	I: 97

[15] O=[N+]([O-])c1ccc(CBr)cc1
  A: 116	B: 107	C: 101	D: 103	E: 105	F: 105	G: 109	H: 94	I: 96

[16] CC[C@]12C=CCN3CC[C@@]4(c5ccc(OC)cc5N(C)[C@H]4[C@@](O)(C(=O)OC)[C@@H]1OC(=O)CCCC[P+](c1ccccc1)(c1ccccc1)c1ccccc1)[C@@H]32
  A: -36*	B: 6.4*	C: 3.2*	D: -5.5*	E: 18	F: -94*	G: 92	H: 47	I: 15

[17] NC(=O)C(c1ccc(Cl)cc1)c1ccc(N(CCCl)CCCl)cc1 (stereo not drawn)
  A: 82	B: 56	C: 94	D: 60	E: 31	F: 84	G: 84	H: 94	I: 88

[18] CC(C)OC(=O)c1nn(Cc2ccccc2)c2cc(F)c(F)cc12
  A: 86	B: 93	C: 97	D: 72	E: 102	F: 96	G: 98	H: 109	I: 111

[19] CC(C)(C)NCC(O)c1cc(Cl)c(N)c(Cl)c1 (stereo not drawn)
  A: 106	B: 101	C: 111	D: 99	E: 107	F: 105	G: 99	H: 91	I: 101

[20] O=S1(=O)CC2(N3CCOCC3)CCCCC21 (stereo not drawn)
  A: 100&103	B: 102&98	C: 93&102	D: 126&97	E: 103&114	F: 106	G: 106&107	H: 90&95	I: 106&104

Carrying on:
Labels used below: A = IGROV1; B = NCI-H23; C = KM12; D = NCI-H522; E = NCI-H460; F = COLO 205; G = NCI/ADR-RES; H = NCI-H322M; I = NCI-H226
[21] Fc1ccc(C2=NN(c3cc(Cl)cc(Cl)c3)C(c3sc(N(CCCl)CCCl)nc3Cl)C2)cc1 (stereo not drawn)
  A: 97	B: 88	C: 101	D: 77	E: 102	F: 88	G: 110	H: 87	I: 83

[22] OC1/C(=C/c2cn(Cc3ccccc3)c3ncccc23)N2CCC1CC2 (stereo not drawn)
  A: 100	B: 98	C: 106	D: 89	E: 106	F: 97	G: 94	H: 99	I: 88

[23] Nc1cccc2c1Cc1cc([N+](=O)[O-])ccc1-2
  A: 104	B: 92	C: 83	D: 95	E: nt	F: 102	G: 89	H: 102	I: 109

[24] CC[C@H](C)[C@H](NC(=O)CN(C)C)C(=O)N(C)[C@H](C[C@@H](OC(C)=O)c1nc(C(=O)NC23C4C5C2C2C3C4C52C(=O)OC)cs1)C(C)C (stereo partly drawn)
  A: 36	B: 21	C: 13	D: 24	E: 3.3*	F: -7.7*	G: 64	H: 42	I: 32

[25] C[C@]12CCC(=O)C=C1CCC1C2CC[C@@]2(C)C1CC[C@@H]2O (stereo partly drawn)
  A: 106	B: 99	C: 102	D: 85	E: 109	F: 110	G: 97	H: 95	I: 102

[26] Cc1c2oc3c(C)ccc(C(=O)N[C@@H]4C(=O)N[C@H](C(C)C)C(=O)N5CCC[C@H]5C(=O)N(C)CC(=O)N(C)[C@@H](C(C)C)C(=O)OC4C)c3nc-2c(C(=O)N[C@@H]2C(=O)N[C@H](C(C)C)C(=O)N3CC(=O)C[C@H]3C(=O)N(C)CC(=O)N(C)[C@@H](C(C)C)C(=O)OC2C)c(N)c1=O (stereo partly drawn)
  A: 17	B: -39*	C: 2.2*	D: -39*	E: 5.6*	F: -71*	G: 4.5*	H: 4.9*	I: -4.3*

[27] CCCC(C)SP(=S)(SC(C)CCC)SC(C)CCC (stereo not drawn)
  A: 109	B: 95	C: 97	D: 91	E: 99	F: 99	G: 100	H: 101	I: 89

[28] CC1CN(CC(=O)c2ccc(Br)cc2)CC(C)O1 (stereo not drawn)
  A: 110	B: 104	C: 107	D: 108	E: 97	F: 120	G: 106	H: 106	I: 96

[29] N#CCc1ccc(Cl)cc1
  A: 107	B: 90	C: 99	D: 81	E: 112	F: 109	G: 98	H: 86	I: 106

[30] CC(C)N(CCC(C(N)=O)(c1ccccc1)c1ccccn1)C(C)C (stereo not drawn)
  A: 106	B: 107	C: 113	D: 97	E: 111	F: 107	G: 107	H: 100	I: 98

More records follow:
Labels used below: A = IGROV1; B = NCI-H23; C = KM12; D = NCI-H522; E = NCI-H460; F = COLO 205; G = NCI/ADR-RES; H = NCI-H322M; I = NCI-H226
[31] O=P(N1CCOCC1)(N1CCOCC1)N1CCOCC1
  A: 102	B: 103	C: 104	D: 93	E: 110	F: 109	G: 103	H: 100	I: 106

[32] COc1ccccc1N1CCNCC1
  A: 95	B: 101	C: 103	D: 93	E: 119	F: 104	G: 109	H: 88	I: 105

[33] ClCCN(CCCl)c1nc(Cl)c(C2CC(c3ccccc3)=NN2c2ccccc2)s1 (stereo not drawn)
  A: 107	B: 87	C: 98	D: 75	E: 89	F: 95	G: 103	H: 87	I: 83

[34] CN(C)CCc1ccccc1
  A: 105	B: 101	C: 100	D: 89	E: 109	F: 112	G: 101	H: 93	I: 91

[35] C1=CCC2CN(CCCN3CCOCC3)CC2C1 (stereo not drawn)
  A: 100	B: 101	C: 100	D: 94	E: 102	F: 112	G: 104	H: 105	I: 106

Reprinted, nos. 28–32
Labels used below: A = IGROV1; B = NCI-H23; C = KM12; D = NCI-H522; E = NCI-H460; F = COLO 205; G = NCI/ADR-RES; H = NCI-H322M; I = NCI-H226
[28] CC1CN(CC(=O)c2ccc(Br)cc2)CC(C)O1 (stereo not drawn)
  A: 110	B: 104	C: 107	D: 108	E: 97	F: 120	G: 106	H: 106	I: 96

[29] N#CCc1ccc(Cl)cc1
  A: 107	B: 90	C: 99	D: 81	E: 112	F: 109	G: 98	H: 86	I: 106

[30] CC(C)N(CCC(C(N)=O)(c1ccccc1)c1ccccn1)C(C)C (stereo not drawn)
  A: 106	B: 107	C: 113	D: 97	E: 111	F: 107	G: 107	H: 100	I: 98

[31] O=P(N1CCOCC1)(N1CCOCC1)N1CCOCC1
  A: 102	B: 103	C: 104	D: 93	E: 110	F: 109	G: 103	H: 100	I: 106

[32] COc1ccccc1N1CCNCC1
  A: 95	B: 101	C: 103	D: 93	E: 119	F: 104	G: 109	H: 88	I: 105

An excerpt, so the mix of outcomes need not match the whole.
